Compound activity: PubChem BioAssay, Broad Institute
ARNT-TACC3 inh: disruptors of ARNT/TACC3 protein interaction, primary screen, biochemical, AlphaScreen, single concentration; Transforming acidic coiled-coil-containing protein 3 (Homo sapiens), Q9Y6A5; AlphaScreen His-ARNT PAS-B/GST-TACC3 binding, luminescence; TACC3 fragment carries E629A point mutation; inhibition, % at 9.99 µM; actives 0.66% (n = 390,000); AID 623870, 2012;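 active = mean inhibition of replicates at least 50% and at least half of replicates each reaching 50%; inconclusive = half or more replicates reach 50% but mean below 50%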;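 also: 0% = complete ARNT plus TACC3 wells and 100% = ARNT alone without TACC3; many hits fall short of the cut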
INS-1E GSIS act: GLuc luminescence reporter in INS-1E cells, primary screen for activators of glucose-dependent secretion of insulin; AID 743287, 2014; activation, % at 16.6 µM; actives 0.61% (n = 370,000); INS-1E GLuc reporter insulin secretion, 2-3 h;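 active = lowest replicate activation of at least 40%, so every replicate reaches that level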;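 also: 0% = median of neutral control wells and 100% = median of IBMX positive control wells; some compounds called inactive have numbers as strong as hits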
esBAF inh: Bmi1 luciferase reporter increase in mESCs, primary screen, esBAF inhibitor project, mouse ES cells, Bmi1 luciferase knock-in, single point; 24 h; 100% = twice the neutral-well signal; reporter increase, % at 12.5 µM; actives 2% (n = 350,000); AID 602393, 2012; in the data active = activation above about 40%; inconclusive = no clear call, values can overlap the other calls;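 also: 0% = median of the plate's neutral control wells and 100% = double that signal; a rise in the Bmi1 reporter signal indicates esBAF inhibition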
RAD52 anneal inh: RAD52 DNA annealing inhibitors, primary screen, biochemical, FRET, single point, set 2; inhibition, % at 18.7 µM; recombinant RAD52 DNA annealing, FRET fluorescence; actives 0.46% (n = 360,000);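 active = every replicate showing at least 50% inhibition; inconclusive = mean inhibition at least 50% but not in every replicate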
Target sequence (P43351 whole entry, looked up): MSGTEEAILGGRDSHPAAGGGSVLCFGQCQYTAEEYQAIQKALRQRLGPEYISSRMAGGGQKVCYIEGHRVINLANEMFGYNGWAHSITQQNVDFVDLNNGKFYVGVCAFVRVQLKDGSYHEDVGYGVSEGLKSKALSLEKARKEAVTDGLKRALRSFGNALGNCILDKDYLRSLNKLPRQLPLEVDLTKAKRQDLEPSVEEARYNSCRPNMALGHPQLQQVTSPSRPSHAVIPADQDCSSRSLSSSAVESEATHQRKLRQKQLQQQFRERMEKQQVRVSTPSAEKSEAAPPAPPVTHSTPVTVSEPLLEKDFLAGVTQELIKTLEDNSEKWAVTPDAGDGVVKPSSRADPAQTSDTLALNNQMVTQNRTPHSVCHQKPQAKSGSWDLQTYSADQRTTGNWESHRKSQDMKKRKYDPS
XiGFP reactiv: activators of inactive X chromosome reactivation, primary screen, imaging, XiGFP fibroblasts, GFP high-content imaging, set 2 | actives 0.055% (n = 360,000) | XiGFP mouse fibroblasts, % GFP-positive cells imaging, 3 d; cells co-treated with 5-aza-dC sensitizer; scaled so ellipticine positive control = 100% | activation, % at 7.58 µM;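 active = mean normalized replicate activation at least 10% and every replicate at or above 10%; inconclusive = only one of the two criteria met; inactive = mean below 10% and not all replicates reach 10%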;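 also: 0% = median of on-plate neutral control wells and 100% = ellipticine 6 µM median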
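System: XiGFP fibroblasts, SV40-immortalized. Medium: DMEM plus 5-aza-dC sensitizer. Doses: single point. Timing: 3 d treatment, 15 min room-temperature fixation. Control set: ellipticine 6 µM.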
RAD54 branch: inhibitors of human RAD54 branch migration, primary screen, biochemical, fluorescence, single point; AID 602329, 2012; RAD54 Holliday junction branch migration, FAM/BHQ fluorescence; DNA repair and recombination protein RAD54-like (Homo sapiens), Q92698; actives 0.14% (n = 360,000); inhibition, % at 10.4 µM;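 active = mean normalized replicate activity at least 40 and at least half of replicates scoring 40 or more; inconclusive = only one of the two criteria met; inactive = mean below 40 and under half of replicates reaching 40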;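 also: 0% = median of neutral control wells and 100% = median of positive control wells; inhibitors cause a drop in the FAM fluorescence signal; in these data hits start at about 50%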
ERAP1 HTS inh: human ERAP1 aminopeptidase inhibitors, primary screen, biochemical, single point, plate reader | actives 0.15% (n = 340,000) | inhibition, % at 10.7 µM | AID 652197, 2013 | recombinant ERAP1, Leu-AMC fluorescence, 60 min;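 active = mean replicate inhibition of at least 30%, or all replicates individually reaching that 30% level; inactive = mean below 30% and not every replicate reaching it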;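 also: 0% = neutral control wells and 100% = L-leucinethiol positive control wells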
F508del corr: F508del CFTR correction, initial screen, CFBE line, single point | CFBE cells, YFP halide quenching; stimulated with forskolin plus potentiator P3; % fluorescence drop versus neutral controls | activity (quench increase), % at 7.58 µM | actives 0.36% (n = 350,000) | AID 720511, 2013;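 active = mean added fluorescence quench of at least 8% versus neutral control, with both replicates also reaching 8%; inconclusive = only one of the mean or replicate conditions met; inactive = mean below 8% and not both replicates reaching 8%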;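 also: cells transiently co-express mutant CFTR-F508del with the halide-sensitive YFP; corrector assay measuring rescue of mutant channel to the surface after 24 h compound exposure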
The depositor's hits bear a star; ? = inconclusive; / = no result given.

SMILES	ARNT-TACC3 inh	INS-1E GSIS act	esBAF inh	RAD52 anneal inh	XiGFP reactiv	RAD54 branch	ERAP1 HTS inh	F508del corr
CSc1ccc(CNC(=O)C(C)n2nc(C)c3c(C)n(-c4ccccc4)nc3c2=O)cc1 (stereo not given)	-2.6	-41.4	5.1	-7.6	0.5	-12.6	-2.6	1.9
CCN(CC)CCCn1c2c(c(SCC(=O)Nc3cccc(C(C)=O)c3)nc1=O)CCC2	-2.6	2.8	-5.9	2.9	-0.1	-12.5	-1.5	2.8
Cc1cc(SCC(=O)c2cccs2)n2nc(C)c(-c3ccccc3)c2n1	6.4	10.0	/	6.9	0.4	/	8.1	/
O=C(O)C1CCCCC1C(=O)N1CCCC1 (stereo not given)	-0.2	15.7	/	-6.6	0.0	/	1.8	0.2
CN(C)CCN(C(=O)CCc1ccccc1)c1nc2c(F)cc(F)cc2s1	-5.3	-40.0	/	-1.5	0.0	/	1.4	-0.2
COc1ccc(N2CCN(C(=O)CNS(=O)(=O)c3ccc(C)c(C)c3)CC2)cc1	2.6	-2.8	-1.3	-2.8	0.0	3.1	12.7	-7.0
C=CCOc1ccccc1CNn1c(C)n[nH]c1=S	/	19.4	2.7	-12.4	0.5	-2.7	-6.1	-2.8
COCCn1cnc2c1c(=O)n(CC(=O)NC1CCCCC1)c(=O)n2Cc1ccccc1	/	/	-9.0	5.6	0.3	-1.7	1.0	-1.6
O=C(C[C@H]1C=C[C@H](NC(=O)c2cccnc2)[C@H](CO)O1)NCCN1CCCCC1	/	-1.0	-8.2	/	0.0	/	/	-0.8
O=C(NCCN1CCOCC1)c1cccc(S(=O)(=O)Nc2cc(Cl)ccc2Cl)c1	-0.2	16.4	-2.7	-4.1	0.1	6.1	-7.8	0.4
CN(C)C(=O)C[C@H]1CC[C@H]2[C@@H](COC[C@@H](O)CN2C(=O)C2CCOCC2)O1	4.2	-0.8	-9.4	-55.0	0.2	-0.5	-2.2	2.1
CC(=O)c1cc2c(s1)-c1cc(F)ccc1OC2	-2.1	-0.3	/	-10.7	0.4	/	-14.3	-1.1
COc1cc(C2C(C(=O)c3ccco3)=C(O)C(=O)N2c2cc(C)on2)ccc1OCc1ccccc1 (stereo not given)	/	-3.7	/	-7.0	0.0	/	5.0	0.6
Cc1ccc(-c2nc(CN3CCCCC3CCN3CCCC3=O)c(C)o2)o1 (stereo not given)	-6.1	-5.4	13.8	-25.2	0.0	-5.1	-2.4	0.0
CC(=O)C[C@@H](O)CC(=O)[C@@H]1OC(=O)CCCCCCc2ccccc21	4.7	4.8	-4.7	-6.4	-0.2	10.5	-3.1	4.8
Cc1noc(C)c1S(=O)(=O)Nc1ccc2c(c1)C(=O)N([C@H](C)CO)C[C@@H](C)[C@@H](CN(C)S(C)(=O)=O)O2	-3.2	17.5	-1.2	-19.8	0.0	4.8	-0.5	0.5
COc1ccc(CC(=O)OCC(=O)c2ccc(S(=O)(=O)N3CCCCC3)cc2)cc1	-5.3	-10.0	-2.4	-30.4	0.1	10.1	2.5	-0.9
Cc1cc(C(=O)CCl)c(C)n1-c1cccc([N+](=O)[O-])c1	34.3	4.9	-0.1	-5.3	0.0	1.4	-2.2	-3.2
CN(C)CC(=O)N1[C@H](C#N)[C@H](c2ccc(C#CC3CCCC3)cc2)[C@H]1CO	18.7	-1.1	-4.2	19.0	-0.1	-18.0	4.0	0.8
O=C(c1ccc(Br)c([N+](=O)[O-])c1)N1CCN(Cc2ccccc2)CC1	-24.3	/	-0.1	8.4	0.0	1.5	-2.8	-0.6
COc1cc(C(=O)NNC(=O)c2cc(C)[nH]n2)cc(OC)c1OC	-14.2	3.3	/	-22.1	0.1	/	2.0	0.0
c1ccc2sc(NN=C3CCCC3)nc2c1	0.3	11.8	/	-13.6	0.0	/	-7.2	-3.6
Fc1ccc(Nc2nc(-c3ccncc3)cs2)cc1	-0.1	-12.7	/	10.5	0.0	/	2.5	3.3
CCCC(=O)N(c1ccccc1)C1C=CS(=O)(=O)C1 (stereo not given)	/	11.9	/	5.4	0.1	/	-3.9	0.6
OCC1=C[C@@H](O)[C@@H]2C=CO[C@@H](O[C@@H]3O[C@H](CO)[C@@H](O)[C@H](O)[C@H]3O)[C@H]12	0.9	16.7	0.5	-35.4	0.2	-8.4	-0.3	1.5
The list goes on:
SMILES	ARNT-TACC3 inh	INS-1E GSIS act	esBAF inh	RAD52 anneal inh	XiGFP reactiv	RAD54 branch	ERAP1 HTS inh	F508del corr
Cc1c(NC(=O)COC(=O)c2ccc(F)c(S(=O)(=O)N3CCOCC3)c2)c(=O)n(-c2ccccc2)n1C	-0.7	11.6	/	-6.3	0.0	/	-0.9	1.4
C[C@@H]1CCCCO[C@@H](CN(C)Cc2ccc(Cl)c(Cl)c2)[C@@H](C)CN([C@H](C)CO)C(=O)c2cc(NS(=O)(=O)c3cccs3)ccc2O1	13.1	-7.6	2.2	-7.6	0.0	1.2	-2.8	4.4
CN1C(=O)c2cc(NC(=O)C3CCC3)ccc2OC[C@H]2O[C@@H](CC(=O)NCc3ccccc3F)CC[C@@H]21	/	2.5	/	-2.5	0.0	/	6.0	-1.4
CC(=O)Nc1ccc(S(=O)(=O)N2CCN(C(=O)c3ncoc3-c3ccccc3)CC2)cc1	-0.6	-4.9	3.7	-15.2	0.2	6.3	-0.2	2.4
Cc1ccc(-c2nnn(C/C(N)=N/O)n2)cc1	-11.5	-1.8	/	-17.7	0.1	/	9.5	/
COc1ccccc1C(C(=O)NCc1ccc(F)cc1)N(C(=O)c1csnn1)C1CC1 (stereo not given)	6.3	-0.7	-1.3	-21.1	0.1	7.4	-2.5	-0.2
CCCCC(CC)C(=O)Nc1ccc(S(=O)(=O)N2CCCC2)cc1 (stereo not given)	-13.7	-12.8	-6.2	4.9	0.1	-13.6	5.0	0.0
Cc1cc(NN=Cc2ccccn2)nc2c(C)cccc12	/	-0.2	/	-16.2	0.2	/	0.2	0.8
C[C@@H]1CCCCO[C@@H](CN(C)S(=O)(=O)c2ccc(F)cc2)[C@@H](C)CN([C@@H](C)CO)C(=O)c2cc(N(C)C)ccc2O1	-1.3	0.7	1.3	32.5	0.2	2.4	0.2	-0.2
CN1CCN(C(=O)[C@@H]2[C@@H](CO)[C@@H]3Cn4c(ccc(-c5cccnc5)c4=O)[C@@H]3N2CC2CC2)CC1	-0.8	4.3	0.5	-5.6	0.1	-11.2	-1.3	0.9
Cc1nn(C)cc1NC(=O)C[C@H]1CC[C@H]2[C@H](COc3ccc(NC(=O)Nc4cccc(Cl)c4)cc3C(=O)N2C)O1	8.0	-7.7	0.9	15.7	0.2	2.9	-0.7	1.2
CCSc1nc2ccccc2n1Cc1nc(N)nc(N(C)C)n1	-0.3	-9.8	6.8	-11.9	/	10.3	-1.9	0.0
CNC[C@@H]1Oc2c(NS(=O)(=O)c3ccccc3)cccc2C(=O)N([C@@H](C)CO)C[C@@H]1C	-1.0	13.0	-0.6	-4.4	0.0	-4.1	3.5	-0.3
CC1CCc2nc3ccc(S(=O)(=O)N4CCC(C(=O)N5CCCCCC5)CC4)cc3c(C(=O)O)c2C1 (stereo not given)	0.3	5.2	/	-27.7	0.0	/	1.0	-1.9
COc1ccc(OCC(=O)OCC(=O)Nc2ccc3[nH]c(=O)[nH]c3c2)cc1	-4.8	7.8	-7.6	-5.7	0.0	-12.1	1.7	-0.9
CCc1cc(C(=O)COc2ccccc2F)c(O)cc1O	-6.0	-45.2	12.4	-14.9	/	-9.8	3.8	/
Cc1nn(C)cc1S(=O)(=O)Nc1ccc(F)c(F)c1	5.2	-1.9	-1.5	-10.7	0.0	2.7	-1.0	-0.7
O=C(O)CC12C[C@H]3C[C@@H](C1)CC(n1ncc(N4CCN(c5ccccc5)CC4)c(Cl)c1=O)(C3)C2	-4.0	2.9	/	/	0.0	-12.3	/	/
CCOc1ccc(CCNC(=O)c2cccc(-n3cnnn3)c2)cc1OCC	8.2	0.5	-1.8	-15.6	-0.1	5.4	1.6	3.2
COc1ccc(OC(=O)c2cn(C)nc2C(F)(F)F)cc1	-1.4	-7.6	12.8	/	/	-9.9	/	/
Cn1c2ccc(F)cc2c2nc3ccccc3nc21	7.0	8.9	?	-12.0	0.1	0.5	2.5	4.6
C[C@H]1CN([C@@H](C)CO)C(=O)c2cccc(NC(=O)c3ccncc3)c2O[C@@H]1CN(C)CC1CCCCC1	9.2	5.3	6.9	-2.0	-0.2	-3.6	1.8	-0.1
C[C@H]1CN([C@@H](C)CO)C(=O)Cc2cc(NS(=O)(=O)c3ccccc3)ccc2O[C@@H]1CN(C)Cc1ccncc1	-9.0	8.1	-3.1	-7.6	0.0	0.4	-0.3	-0.4
NS(=O)(=O)c1ccc(CCNC(=O)COC(=O)/C=C/c2cc(Br)ccc2F)cc1	/	/	-5.7	6.2	0.0	1.2	-6.7	/
N#Cc1ccccc1S(=O)(=O)N1CCN(C(=O)CN(Cc2ccco2)Cc2cccs2)CC1	/	-8.3	6.8	-100.3	0.1	-4.3	-3.9	3.5
Next part:
SMILES	ARNT-TACC3 inh	INS-1E GSIS act	esBAF inh	RAD52 anneal inh	XiGFP reactiv	RAD54 branch	ERAP1 HTS inh	F508del corr
Cc1ccccc1OC(C)C(=O)Nc1ccc(S(=O)(=O)N2CCCC2)cc1 (stereo not given)	0.7	-33.2	/	-4.6	-0.2	3.2	-0.4	-3.7
Cc1c(C#N)c(O)n(CCO)c(=O)c1N=Nc1ccccc1	-5.7	-2.3	/	-191.3	-0.1	-12.9	4.3	-4.5
Cc1noc(C)c1CS(=O)(=O)c1ccc(Br)cc1	1.9	/	/	-2.2	/	/	4.7	2.5
Cc1ccccc1-c1nc(CN2CCC(C(=O)NCCCN3CCCC(C)C3)CC2)c(C)o1 (stereo not given)	-7.9	12.1	-0.9	-30.0	0.2	14.8	-1.8	-0.6
O=C(C[C@@H]1C[C@@H]2c3cc(NC(=O)Nc4ccc(F)cc4)ccc3O[C@@H]2[C@H](CO)O1)NC1CCCCC1	-2.5	0.8	1.6	1.6	0.0	0.9	/	-0.9
O=c1cc(O)nc[nH]1	24.5	7.7	/	-3.2	-0.2	-10.1	4.0	-1.3
CCCCN(C)Cc1cc(=O)oc2ccc3ccccc3c12	6.8	-7.3	-2.4	-7.1	0.0	8.4	0.0	-1.9
COc1ccc(-c2csc(=NCCO)n2-c2ccccc2)cc1	23.7	-32.2	38.8	-16.8	0.0	-0.5	1.6	2.7
O=C(COc1ccccc1-c1ccccc1)NCc1ccco1	-6.0	-0.3	/	-15.1	0.0	/	3.7	0.1
CC1(C(=O)Nc2ccc3c(c2)OCO3)CCN1C(=O)Cc1cc(F)ccc1F (stereo not given)	/	-6.7	2.0	-14.5	0.0	12.0	-6.3	2.4
